# Chronic BCR inh – qHTS Assay to Find Inhibitors of Chronic Active B-Cell Receptor Signaling. ABC-DLBCL IkBa-CBG/CBR reporter, luminescence ratio, 4 h. Potency, µM (doses to about 46.1 µM), without a hit: top-dose ratio change, negative = lower green/red ratio, actives largely listed as inhibitors. 340,000 compounds, 0.05% hits. AID 493014, 2011; active means well fitted inhibition curve with a large enough effect in the signal ratio, with a control signal flat, not every such curve was filed as active; inconclusive means small, poorly fitted or top-dose-only effect, or effect the other way, or a change in a side signal; the % refers to the signal ratio;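 further: plate controls were basal doxycycline-induced cells for no effect and cells given 10 µM MG132 for full effect; MG132 reads +100%, hits lower the ratio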
#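 TMD8 human ABC-DLBCL cells with doxycycline-inducible IκBα–green luciferase fusion and unfused red luciferase, in 0.5% FBS medium; compounds up to 46 uM, 4 h at 37C. Green/red luminescence ratio, filter-overlap corrected, fitted to concentration-response curves.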
# Starred values were filed as active, the others as inactive; ? = inconclusive. Potency means the concentration at half of the fitted maximal effect.
SMILES,Chronic BCR inh
COc1ccc(C)c2sc(N3CCN(C(=O)c4ccco4)CC3)nc12,-1%
CCOc1cc2[nH]c(=O)n(CCC(=O)N3CCN(c4cccc(Cl)c4)CC3)c(=O)c2cc1OCC,-19%
Cc1ccc(CNC(=O)c2ccc3c(c2)nc(C)n3-c2cc(C)cc(C)c2)cc1,-11%
CCc1ccc(CNC(=O)c2cnc3c(C)cccn3c2=O)cc1,-12%
CCSc1nc2n(n1)C(c1ccc(C(=O)O)cc1)C(C(=O)Nc1ccccc1C)=C(C)N2 (centres undefined),0%
CCCN(CCC)S(=O)(=O)c1ccc2c(c1)N(CC(=O)NCc1ccc(F)cc1Cl)C(=O)CS2,?
CCc1ccc(NC(=O)Cc2c(C(=O)O)c(C)cn2C)cc1,1%
CC(C)(C)C(=O)CSc1nc2ccsc2c(=O)n1Cc1ccccc1F,?
Cc1ccc(C(c2sc3nc(-c4ccco4)nn3c2O)N2CCCC2)cc1 (centres undefined),11%
COc1ccc(Cl)cc1Nc1ncnc2c1c(-c1ccccc1)cn2-c1ccccc1,0%
Cc1ccc(-n2ncc3c(NCCc4ccccc4)ncnc32)cc1Cl,?
CCCn1c2ccccc2c2cnn(CC(=O)NCCc3ccccc3)c(=O)c21,-2%
CCCCNC(=O)CSc1nc2cc3c(cc2c(=O)n1CCCCCC(=O)NCc1ccc(OC)cc1)OCO3,3%
Cc1ccc(NC(=O)N2CCC(N3CCN(Cc4ccccc4)C(=O)C3=O)CC2)cc1Cl,4%
CCOc1ccc(CCNC(=O)c2ccc(CSCc3ccccc3C)o2)cc1OCC,?
Cc1ccc(Cl)cc1-n1ncc2c(NCc3ccc(F)cc3)ncnc21,8%
CCc1sc(Nc2cccc(C)c2)nc1-c1cc2cccc(OC)c2oc1=O,-4%
Cc1ccc(-n2ncc3c(NCCCn4ccnc4)ncnc32)cc1C,?
CCCNC(=O)CSc1c(CCC)cnc2c1c(=O)n(C)c(=O)n2C,14%
Clc1ccc(CCNc2ncnc3c2c(-c2ccccc2)cn3-c2ccccc2)cc1,?
COc1ccccc1NC(=O)CSc1nnc(NC(=O)NC2CCCCC2)s1,11%
CCCN(CCC)CCCNC(=O)C1CCN(S(=O)(=O)CC)CC1,?
CCN(CC)C(=O)c1sc2c(c1C)c(=O)n(-c1ccc(C)c(C)c1)c(=O)n2CC(=O)Nc1ccc(F)cc1,-1%
COc1cccc(CNC(=O)CN2C(=O)N(c3cccc(Cl)c3)S(=O)(=O)c3ccccc32)c1OC,?
Cc1cc(C)cc(-n2c(C)nc3cc(C(=O)NCc4ccc(F)cc4)ccc32)c1,0%
O=C(Nc1ccccc1C(F)(F)F)c1ccc(F)c(S(=O)(=O)N2CCc3ccccc3C2)c1,2%
CCOC(=O)c1c(S(=O)(=O)N2CCC(C(=O)Nc3ncccc3C)CC2)c(C)n(C)c1C,10%
COc1ccc(CCNC(=O)c2ccc3c(c2)ncn3-c2ccc(C(C)C)cc2)cc1OC,-1%
Cc1c(C(=O)Nc2ccc(F)c(F)c2)oc2ccc(S(=O)(=O)N(C)C3CCCCC3)cc12,23%
COc1ccc(C(=O)NCC(c2cccs2)S(=O)(=O)c2ccc(C)cc2)cc1 (centres undefined),0%
O=C(O)c1cc(-n2c(/C=C\c3ccc(F)cc3)nc3ccccc3c2=O)ccc1Cl,?
COc1ccc(Nc2cc(C(=O)NCCCN3CCN(c4ccc(OC)cc4)CC3)c3ccccc3n2)cc1,?
Cc1cc(C)cc(NC(=O)c2cc(S(=O)(=O)N3CCCC3)ccc2F)c1,?
Cc1ccc(CSC2=Nc3ccccc3C3=NC(CC(=O)NCc4cccs4)C(=O)N23)c(C)c1 (centres undefined),9%
Cc1ccc(C)c(N2CCN(CCCNC(=O)Nc3cc(Cl)ccc3C)CC2)c1,?
CCN(CC)C(=O)c1sc2c(c1C)c(=O)n(Cc1ccccc1)c(=O)n2Cc1ccc(Cl)cc1,?
CCOC(=O)c1cc(-c2ccccc2)n(-c2cccc(C(=O)Nc3cccc(C)c3)c2)c1C,18%
CCOC(=O)CSC1=Nc2ccccc2C2=NC(CCC(=O)NCc3ccc(OC)cc3)C(=O)N12 (centres undefined),2%
CC1CCC(N2CC(=O)N(C3CCCCC3)C(c3ccc(F)cc3)C2=O)CC1 (centres undefined),2%
O=C(Nc1c2c(nn1-c1ccc(Cl)cc1)CS(=O)(=O)C2)c1cccc(Cl)c1,?
Cc1ccc(S(=O)(=O)C(CNC(=O)C(=O)NCCc2ccc(Cl)cc2)c2cccs2)cc1 (centres undefined),?
Cc1ccc(C)c(CSc2nnc3[nH]c(=O)cc(C)n23)c1,12%
NC(=O)CSc1nc2cc3c(cc2c(=O)n1CCCCCC(=O)NCc1ccc2c(c1)OCO2)OCO3,-5%
Cc1cccc(Cn2c(-c3cccc(Br)c3)nc3ccccc32)c1,?
Cc1cccc(N2CCN(C(=O)CCSCc3ccccc3F)CC2)c1C,?
COc1ccc(C)cc1S(=O)(=O)NCC(c1cccs1)S(=O)(=O)c1ccc(C)cc1 (centres undefined),-22%
O=C(/C=C\c1ccc2c(c1)OCO2)NC1CC(=O)N(c2ccccc2)C1 (centres undefined),-9%
Cc1ccc(-n2c(SCc3ccccc3F)nc3[nH]ncc3c2=O)cc1C,?
COc1ccc(S(=O)(=O)N2Cc3ccccc3CC2C(=O)Nc2ccc(C)cc2)cc1OC (centres undefined),6%
CCOc1ccc(NC(=O)CSc2nnc(-c3ccncc3)n2-c2ccccc2)cc1,6%
Cc1ccc(-n2ncc3c(N4CCN(c5ccc(F)cc5)CC4)ncnc32)cc1,-3%
COc1ccc(C(=O)NCC(c2ccc(N(C)C)cc2)N2CCOCC2)cc1 (centres undefined),-6%
COc1cc2c(C(=O)N3CCN(c4cccc(C(F)(F)F)c4)CC3)cn(CC(C)C)c(=O)c2cc1OC,?
Cc1cc(C)cc(-n2c(C)nc3cc(C(=O)NCc4ccccc4Cl)ccc32)c1,6%
CCOC(=O)c1cnn(-c2ccc(C(=O)Nc3cccc(C(C)=O)c3)cc2)c1N,-5%
CCc1ccccc1N1C(=O)N(CC(=O)c2ccc(Cl)cc2)c2ccccc2S1(=O)=O,19%
CCc1ccc(-n2c(SCc3ccccc3Cl)nc3[nH]ncc3c2=O)cc1,-20%
O=C1C(c2cccc(Br)c2)N(CCc2ccccc2)C(=O)CN1C1CCCCC1 (centres undefined),2%
COc1cccc([C@@H]2Nc3ccc(C(=O)O)cc3[C@@H]3C=CC[C@@H]32)c1OC,14%
COC(=O)c1ccc(OCC(O)Cn2cnc3cc(C)c(C)cc32)cc1 (centres undefined),?

# Three entries already listed, arranged by count of non-hydrogen atoms, ascending.
SMILES,Chronic BCR inh
COc1ccc(CCNC(=O)c2ccc3c(c2)ncn3-c2ccc(C(C)C)cc2)cc1OC,-1%
CCN(CC)C(=O)c1sc2c(c1C)c(=O)n(Cc1ccccc1)c(=O)n2Cc1ccc(Cl)cc1,?
NC(=O)CSc1nc2cc3c(cc2c(=O)n1CCCCCC(=O)NCc1ccc2c(c1)OCO2)OCO3,-5%

# An excerpt of these results, with values ahead of the structure.
Chronic BCR inh	mol
?	Cc1ccc(S(=O)(=O)C(CNC(=O)C(=O)NCCc2ccc(Cl)cc2)c2cccs2)cc1 (centres undefined)
12%	Cc1ccc(C)c(CSc2nnc3[nH]c(=O)cc(C)n23)c1
-5%	NC(=O)CSc1nc2cc3c(cc2c(=O)n1CCCCCC(=O)NCc1ccc2c(c1)OCO2)OCO3
?	Cc1cccc(Cn2c(-c3cccc(Br)c3)nc3ccccc32)c1
?	Cc1cccc(N2CCN(C(=O)CCSCc3ccccc3F)CC2)c1C

# Next structures.
SMILES,Chronic BCR inh
COc1ccccc1NC(=O)C1=C(C)Nc2nc(SCc3cc(C)ccc3C)nn2C1c1ccccc1 (centres undefined),?
COc1ccc(CN(C(=O)Nc2cccc(OC)c2)C2CCN(C(C)=O)CC2)cc1,-25%
O=C(NCCc1ccccc1)c1cc(Nc2ccccc2)nc2ccccc12,15%
CCOC(=O)c1ccc(Nc2c(-c3ccc(OC)cc3)nc3nc[nH]n23)cc1,?
COc1ccc(NC(=O)CSc2nc3nc(C)cc(C)n3n2)cc1OC,0%
Cc1cc(C)cc(NC(=O)CSc2nc(=O)n(CCN3CCOCC3)c3c2CCC3)c1,0%
CCOc1ccc(CCNC(=O)c2ccc3c(c2)N(Cc2cccc(Cl)c2)C(=O)c2ccccc2S3(=O)=O)cc1OCC,?
CCOc1ccccc1C(=O)Nc1ccc2c(c1)N(C)C(=O)c1ccccc1S2,?
CCOC(=O)c1c(S(=O)(=O)N2CCC(C(=O)NCc3ccc(F)cc3)CC2)c(C)n(C)c1C,-1%
COc1ccc(F)cc1S(=O)(=O)NCCc1sc2nc(-c3ccc(F)cc3)nn2c1C,?
COc1ccc(CNC(=O)Cn2c(=O)n3nc(-c4ccc(OC)cc4)nc3c3ccccc32)cc1,-1%
COc1ccc(C2=C(C(C)=O)Sc3nnc(-c4ccc(Cl)cc4)n3N2C(C)=O)cc1OC,-3%
COc1ccccc1N1CCN(C(=O)Cc2c(C(=O)O)c(C)cn2C)CC1,-4%
COC(=O)C1CCN(C(c2ccccc2)c2sc3nc(-c4ccco4)nn3c2O)CC1 (centres undefined),2%
CC(=O)c1ccc(N2CCN(c3ncnc4c3cnn4C)CC2)cc1,-1%
Cc1ccc(-c2c(C)n3c4c(=O)n(C)c(=O)n(C)c4nc3n2CCO)cc1,-1%
COc1ccc(N2CC(NC(=O)COc3ccccc3C)CC2=O)cc1OC (centres undefined),-7%
CCCCCCOc1ccc(C2C(=O)N(C3CCCCC3)CC(=O)N2CCCC)cc1 (centres undefined),24%
CCC(C)NC(=O)CSc1nnc(-c2ccc(C)cc2)c(-c2ccc(C)cc2)n1 (centres undefined),10%
Cc1ccc(S(=O)(=O)NCCc2sc3nc(-c4ccccc4)nn3c2C)cc1C,?
Cc1ccc(CCNC(=O)CCn2nc(-c3ccc(C)cc3)ccc2=O)cc1,?
CCN(CC)C(=O)c1sc2c(c1C)c(=O)n(-c1ccc(OC)cc1OC)c(=O)n2CC(=O)Nc1ccccc1,-11%
Cc1ccc(-n2ccnc(NCCc3ccccc3)c2=O)cc1C,-8%
CCCCCNC(=O)CCn1c(=O)[nH]c2ccccc2c1=O,10%
CCOc1ccc(C2=CC(c3cccc(Br)c3)n3c(nc4ccccc43)N2)cc1Cl (centres undefined),?
COc1ccc(-c2nnc(SCC(=O)NC3CCCC3)nc2-c2ccc(OC)c(OC)c2)cc1OC,?
CCN(CCCNC(=O)c1ccc(Sc2ccc(C)cc2)c(NC(C)=O)c1)c1cccc(C)c1,-26%
Cc1ccc(CNC(=O)c2ccc(NC(=O)N3CCSc4ncccc43)cc2)cc1,-3%
O=C(Nc1ccc(Cl)cc1)c1cc(S(=O)(=O)NC2CCCCCC2)ccc1F,?
COc1ccc(NS(=O)(=O)c2ccc(-n3cccn3)cc2)cc1OC,-3%
COc1ccc(CNC(=O)CSCc2ccc(C)cc2)c(OC)c1,?
CN(C)CCNC(=O)c1ccc2c(c1)NC(=O)C(CS(=O)(=O)Cc1cccc(Br)c1)N2 (centres undefined),-2%
CNc1ncnc2c1cnn2-c1ccc(C)c(C)c1,?
CCC(C)NC(=O)C1CCC(CNS(=O)(=O)c2ccc(Cl)cc2)CC1 (centres undefined),-1%
CCN1CCN(C(=O)c2ccc3c(c2)N(Cc2cccc(Cl)c2)C(=O)c2ccccc2S3=O)CC1 (centres undefined),-9%
Oc1c(C(c2cccc(Br)c2)N2CCCC2)sc2nc(-c3ccco3)nn12 (centres undefined),-2%
COc1ccc(Cl)cc1S(=O)(=O)N1CCN(Cc2cccc(F)c2)CC1,-1%
COCCn1c(C)cc(O)c(C(c2ccccc2)N2CCCCC2)c1=O (centres undefined),?
COc1cccc(NC(=O)CSC2=Nc3ccccc3C3=NC(CC(=O)NCc4ccccc4OC)C(=O)N23)c1 (centres undefined),?
CCOC(=O)c1ccc(Nc2nn3c(=O)c4ccccc4nc3s2)cc1,?

# 5 records picked at random from those above, as already listed:
SMILES,Chronic BCR inh
CN(C)CCNC(=O)c1ccc2c(c1)NC(=O)C(CS(=O)(=O)Cc1cccc(Br)c1)N2 (centres undefined),-2%
Cc1ccc(NC(=O)N2CCC(N3CCN(Cc4ccccc4)C(=O)C3=O)CC2)cc1Cl,4%
COc1ccc(NC(=O)CSc2nc3nc(C)cc(C)n3n2)cc1OC,0%
O=C(Nc1ccc(Cl)cc1)c1cc(S(=O)(=O)NC2CCCCCC2)ccc1F,?
COc1ccccc1N1CCN(C(=O)Cc2c(C(=O)O)c(C)cn2C)CC1,-4%

# Next entries follow:
SMILES,Chronic BCR inh
COc1ccc(Cl)cc1-n1cc(-c2ccccc2)nc1SCC(=O)Nc1ccc(C)cc1,10%
Oc1c(C(c2ccccc2)N2CCCC2)sc2nc(-c3ccco3)nn12 (centres undefined),4%
CC(=O)c1ccc(NC(=O)CN(C)S(=O)(=O)c2cc3c(cc2Cl)NC(=O)CO3)cc1,0%
Cc1cc(C)c(S(=O)(=O)Nc2cccc(-c3cn4ccccc4n3)c2)c(C)c1,-4%
CCOC(=O)N1CCc2c(sc(NCc3cccc(F)c3)c2C(=O)Nc2ccc(OC)cc2OC)C1,-6%
COc1ccc(CNC(=O)Cn2c(=O)n3nc(-c4cccc(F)c4)nc3c3ccccc32)cc1OC,?
CCOC(=O)c1ccc(NC(=O)Cn2cnc3sc(C(=O)OCC)c(C)c3c2=O)cc1,11%
Cc1ccc(-n2c(C)nc3c(cnn3-c3ccccc3)c2=O)cc1,-13%
Cc1ccc(Nc2sc(C(=O)c3ccccc3)c(N)c2C(N)=O)cc1,-22%
CNS(=O)(=O)c1cc(-c2nn3c(C)nnc3c3ccccc23)ccc1C,-1%
Cc1ccc(S(=O)(=O)C(CNC(=O)C(=O)NCc2ccc(Cl)cc2)c2cccs2)cc1 (centres undefined),-6%
CCOC(=O)c1c(S(=O)(=O)N2CCC(C(=O)NCc3cccc(OC)c3)CC2)c(C)n(C)c1C,?

# These rows are one share of the data; the hit share may differ from the screen's.
